# DT40 TDP1 no CPT: qHTS for Inhibitors of human tyrosyl-DNA phosphodiesterase 1 (TDP1): qHTS in cells in absence of CPT; DT40 Tdp1-/- hTDP1 cells, no CPT, ATP luminescence, 48 h; Potency, µM (titrated, usually from 46.2 µM), without a hit: at the top dose activity change, negative = growth inhibition, actives largely listed as inhibitors; 15% of 420,000 active; AID 686978, 2013; further: nearly all actives have a fitted effect of over 55% in size
#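 A cellular qHTS used chicken DT40 cells lacking endogenous Tdp1 but carrying stably transfected human TDP1. Compounds were applied without camptothecin, and cell growth kinetics were judged by ATP-dependent luminescence after ≥48 hr.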
# KAT2A inh: GCN5L2 (KAT2A) acetyltransferase inhibition; 0.21% of 390,000 active; Q92830; Potency, µM (series often up to 58.9 µM), for inactives: top-dose activity change, negative = inhibition, actives largely listed as inhibitors; AID 504327; GCN5L2 HAT assay, ThioGlo1 CoA-SH fluorescence
# Target sequence (Q92830 whole entry, looked up): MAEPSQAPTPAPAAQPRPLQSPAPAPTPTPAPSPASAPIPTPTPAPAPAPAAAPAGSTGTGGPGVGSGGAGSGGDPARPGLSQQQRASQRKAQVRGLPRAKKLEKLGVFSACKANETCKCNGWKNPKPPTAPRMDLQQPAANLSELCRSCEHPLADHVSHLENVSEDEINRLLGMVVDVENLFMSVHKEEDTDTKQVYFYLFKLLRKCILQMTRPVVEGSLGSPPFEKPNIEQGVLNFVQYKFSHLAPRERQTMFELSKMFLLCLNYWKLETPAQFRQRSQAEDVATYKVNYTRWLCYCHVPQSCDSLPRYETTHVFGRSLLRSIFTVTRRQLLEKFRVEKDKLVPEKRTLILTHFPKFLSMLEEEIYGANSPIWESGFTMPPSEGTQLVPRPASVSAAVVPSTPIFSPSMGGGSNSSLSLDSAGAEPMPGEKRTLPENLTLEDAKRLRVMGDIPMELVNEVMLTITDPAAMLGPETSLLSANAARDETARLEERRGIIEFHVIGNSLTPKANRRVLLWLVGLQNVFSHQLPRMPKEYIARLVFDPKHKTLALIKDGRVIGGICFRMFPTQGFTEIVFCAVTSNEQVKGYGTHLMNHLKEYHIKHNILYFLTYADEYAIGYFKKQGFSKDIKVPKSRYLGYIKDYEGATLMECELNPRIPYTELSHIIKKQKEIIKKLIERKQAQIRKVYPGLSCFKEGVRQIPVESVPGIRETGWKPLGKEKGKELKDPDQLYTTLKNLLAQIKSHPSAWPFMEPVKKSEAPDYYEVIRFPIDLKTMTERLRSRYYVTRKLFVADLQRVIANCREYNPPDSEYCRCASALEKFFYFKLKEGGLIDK
#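 Preincubate 20nM GCN5L2 with compound 15 min, RT → add 50uM ThioGlo1 + 75uM H3(1-25) + 70uM acetyl-CoA → read fluorescence 0 and 20 min. Primary qHTS; fluorescent artifacts likely.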
# DT40 TDP1 CPT: DT40-hTDP1 cell growth loss with CPT. chicken DT40 Tdp1-/-;hTDP1 cells + 20 nM CPT, ATP luminescence, 48 h. Potency, µM (highest dose often 46.2 µM), for the others: at the top dose activity change, negative = growth inhibition, usual class: inhibitors. 12% of 420,000 active. AID 686979; further: nearly all actives have a fitted effect of over 55% in size
#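 Cell growth measured by CellTiter-Glo luminescence after a minimum 48 h, 37 C compound exposure with 20 nM CPT in Tdp1-knockout DT40 cells stably expressing hTDP1, seeded 400/well; qHTS titration format.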
# * marks the source's active call; other numbers are inactive results; ? = inconclusive; . = not tested or not shown; [ ] = another dose, or the depositor's remark. The call rests on the fitted dose curve; in most records, active means well fitted curve in the direction sought with a large enough effect; inconclusive means small, poorly fitted or top-dose-only effect, or another doubt; inactive means no such curve, though single readings can be large; an effect the other way counts as inactive or inconclusive. On the % scale 0 is the no-effect control and ±100 the full control effect; potency means the concentration at half of the fitted maximal effect.
smiles,DT40 TDP1 no CPT,KAT2A inh,DT40 TDP1 CPT
Cn1c(=O)c2c3c(sc2n2cnnc12)CCC3,-24%,0%,-26%
O=c1ccc(/C=C/c2ccccc2)nn1Cc1ccccc1,-27%,-15%,-21%
COc1cccc(-n2c(SCC(=O)NC3CCCCC3)nc3n[nH]c(C)c3c2=N)c1,18µM*,-6%,?
CC1CC(=O)N(CC(=O)Nc2ccc(F)cc2F)c2ccccc2S1(=O)=O (centres undefined),20%,2%,-19%
Cc1ccc2c(c1)c1c(c(=O)n(Cc3ccccc3)c(=O)n1CC(=O)Nc1ccccc1F)n2C,?,4%,-5%
COc1cc(NC(=O)N2CCC(CN3CCc4ccccc4C3)CC2)cc(OC)c1,-27%,1%,-28%
CCOc1ccc(N(CC(=O)NCCSc2ccccn2)S(C)(=O)=O)cc1,-3%,-21%,-1%
CCc1ccc(Nc2nc3ccccc3c3nnc(C)n23)cc1,10µM*,-6%,8.2µM*
CCCc1cc(=O)[nH]c(SCc2nc(-c3ccc(C)cc3)no2)n1,-18%,-12%,-18%
COc1ccccc1NC(=O)Cn1c(O)c(N=NC(=O)c2ccccc2O)c2ccccc21,1.8µM*,-29%,0.92µM*
CCN1CCc2c(sc(N)c2C(N)=O)C1,23µM*,21%,?
O=C(NCCCc1nc2ccccc2n1Cc1ccccc1)C1CCCCC1,16µM*,-5%,18µM*
CCN(CC(=O)Nc1c(F)cccc1F)C(=O)c1ccc(-c2ccc(C(C)=O)cc2)o1,-4%,-9%,-25%
Clc1cccc(Nc2nc(N3CCOCC3)nc(N3CCOCC3)n2)c1,?,-5%,?
CC1CCCC(NC(=O)CN2C(=O)c3cccnc3Oc3ccc(Cl)cc32)C1C (centres undefined),-13%,-4%,-19%
Cc1cccc([C@H](NC(=O)OC(C)(C)C)C(=O)OC(C)(C)C)c1,?,-16%,?
CCOc1cc(-c2ccccc2)nc2c1CN(S(=O)(=O)c1ccc(C)cc1)C(c1cccc(Cl)c1)C2 (centres undefined),9.2µM*,.,?
Cc1cc(C)c2c(N)c(C(=O)NC3CC3)sc2n1,-15%,-14%,-2%
COc1ccccc1NC(=O)CSc1ccc2nnc(CCNC(=O)c3ccccc3)n2n1,5%,0%,1%
O=C(NCC1CCOCC1)c1ccc2nc(Cc3cccc(Cl)c3)oc2c1,-12%,?,-29%

# A draw from above in order of length of the SMILES, largest number first:
smiles,DT40 TDP1 no CPT,KAT2A inh,DT40 TDP1 CPT
CCOc1cc(-c2ccccc2)nc2c1CN(S(=O)(=O)c1ccc(C)cc1)C(c1cccc(Cl)c1)C2 (centres undefined),9.2µM*,.,?
Cc1ccc2c(c1)c1c(c(=O)n(Cc3ccccc3)c(=O)n1CC(=O)Nc1ccccc1F)n2C,?,4%,-5%
CCN(CC(=O)Nc1c(F)cccc1F)C(=O)c1ccc(-c2ccc(C(C)=O)cc2)o1,-4%,-9%,-25%
COc1cccc(-n2c(SCC(=O)NC3CCCCC3)nc3n[nH]c(C)c3c2=N)c1,18µM*,-6%,?
COc1ccccc1NC(=O)CSc1ccc2nnc(CCNC(=O)c3ccccc3)n2n1,5%,0%,1%
CC1CCCC(NC(=O)CN2C(=O)c3cccnc3Oc3ccc(Cl)cc32)C1C (centres undefined),-13%,-4%,-19%
Cc1cccc([C@H](NC(=O)OC(C)(C)C)C(=O)OC(C)(C)C)c1,?,-16%,?
Clc1cccc(Nc2nc(N3CCOCC3)nc(N3CCOCC3)n2)c1,?,-5%,?
O=C(NCCCc1nc2ccccc2n1Cc1ccccc1)C1CCCCC1,16µM*,-5%,18µM*
CCc1ccc(Nc2nc3ccccc3c3nnc(C)n23)cc1,10µM*,-6%,8.2µM*
O=c1ccc(/C=C/c2ccccc2)nn1Cc1ccccc1,-27%,-15%,-21%
Cn1c(=O)c2c3c(sc2n2cnnc12)CCC3,-24%,0%,-26%
CCN1CCc2c(sc(N)c2C(N)=O)C1,23µM*,21%,?

# Next part
smiles,DT40 TDP1 no CPT,KAT2A inh,DT40 TDP1 CPT
COc1ccc(-n2cnc3sc(-c4ccccc4)cc3c2=O)cc1,-15%,-7%,-28%
CCCSc1oc(-c2ccco2)nc1S(=O)(=O)c1ccc(Cl)cc1,?,-11%,?
CCC1=NN(C(=O)CCc2ccccc2O)C(O)(C(F)(F)F)C1 (centres undefined),?,-4%,-22%
CCCCC(=O)N(C)c1c(CC)nc2c(OCc3ccccc3C)cccn12,29µM*,.,29µM*
CS(=O)(=O)/C(C#N)=C/c1cccn1S(=O)(=O)c1ccc([N+](=O)[O-])cc1,?,.,?
CC(=O)Nc1ccc(S(=O)(=O)NC2CC(=O)N(c3ccc(C)c(C)c3)C2)cc1 (centres undefined),?,-2%,?
Cc1cc(/C=N/NC(=O)c2cccc([N+](=O)[O-])c2)c(C)n1-c1ccc(Cl)cc1Cl,?,-11%,?
COC(=O)C1=C(CS(=O)(=O)c2cc(Cl)ccc2OC)NC(=O)NC1c1ccccc1 (centres undefined),?,-1%,-25%
Clc1cccc(-c2ccc3nccn3c2)c1Cl,?,.,?
CC(=O)Nc1ccc(NC(=O)CC2SC(=O)N(CC(=O)c3ccccc3)C2=O)cc1 (centres undefined),21µM*,0%,18µM*
O=C(COc1coc(CN2CCN(c3ccccc3)CC2)cc1=O)Nc1ccccc1,-24%,-7%,?
COC(=O)N(NC(=O)C(O)(C(C)C)C(C)C)c1ccccc1,4%,-1%,23%
COc1cc2sc3cc(NCCCN4CCOCC4)ccc3c(=O)c2cc1OC,?,-23%,?
COc1ccc(CNC(=O)C2CCCN(S(=O)(=O)c3cnc[nH]3)C2)cc1 (centres undefined),-10%,-4%,5%
CC(=O)N1CCN(c2ccc(NC(=O)c3cc(Cl)ccc3Cl)cc2)CC1,-14%,-12%,-29%
Cc1ccc(C(c2nnnn2Cc2cccs2)N2CCN(C(=O)c3ccco3)CC2)cc1 (centres undefined),-21%,-4%,-27%
CCOc1cc(N2CCOCC2)c(OCC)cc1NC(=O)C(C)Oc1ccccc1 (centres undefined),13µM*,-7%,?
Cn1cnnc1SCC(=O)NCCC1=CCCCC1,-1%,0%,-5%
CCOC(=O)C1=CCN(S(=O)(=O)c2ccc(Br)cc2)C1c1ccc(C)cc1 (centres undefined),26µM*,.,?
CCOC(=O)C1CCCN(C(=O)c2cc(S(=O)(=O)Nc3ccccc3OC)ccc2C)C1 (centres undefined),?,-1%,-23%

# (next part)
smiles,DT40 TDP1 no CPT,KAT2A inh,DT40 TDP1 CPT
Cc1ccc(-c2nc(N3CCN(c4ccccc4Cl)CC3)c3ccccc3n2)cc1,-18%,-2%,-8%
Cc1cc(-c2nc(C)c(C(=O)NNS(=O)(=O)c3ccc(Cl)cc3Cl)s2)no1,?,-4%,12%
S=C1NCCc2ccc(Cl)cc2C1c1ccccc1Cl (centres undefined),?,-11%,?
COc1cc(/C=C/C(=O)OCC(=O)Nc2cc(S(=O)(=O)N3CCCCC3)ccc2C)ccc1O,?,-6%,?
CSCCC(=O)N1CCN(CC(=O)N2CCCC2)CC1,-10%,0%,6%
O=P(CCCO)(Cc1ccccc1)Cc1ccccc1,-2%,0%,0%
S=c1[nH]nc(COc2ccc(Cl)cc2)o1,0%,-2%,-12%
O=C(c1cn(Cc2ccccc2)nc1-c1ccccc1)N1CCN(c2ccccn2)CC1,5.8µM*,-9%,5.8µM*
COc1ccccc1Cc1c(-c2ccccc2)nc2c(C)cc(Br)cn12,16µM*,.,16µM*
Cc1cc(C2CC(=O)Nc3ccccc3S2)c(C)s1 (centres undefined),?,-4%,?
COc1ccc(S(=O)(=O)N2CCC(C(=O)NC3CC(C)(C)NC(C)(C)C3)CC2)cc1,1%,-7%,15%
COc1ccc(N(C(=O)c2cccnc2)S(=O)(=O)c2ccc(Cl)cc2)cc1,-15%,-15%,?
O=S(=O)(c1ccccc1F)N1CCC(c2nc3ccccc3[nH]2)CC1,?,3%,?
COc1cc(NC(=O)CCC(=O)OCCCC(F)(F)C(F)(F)F)nc(OC)n1,-16%,1%,-5%
O=C(Cc1ccc(S(=O)(=O)N2CCCC2)s1)Nc1nc2c(s1)CCCC2,-27%,-10%,-12%
COc1cc(Cl)c(C)cc1NC(=O)CCn1c(=O)c2cccn2c2cccnc21,?,-5%,?
COc1ccc(C=O)cc1CSc1ncccc1C(=O)O,-11%,2%,24%
O=C1ON=C(c2ccccc2[N+](=O)[O-])/C1=C/c1cccc([N+](=O)[O-])c1O,-14%,2%,1%
CCN1C(=O)C(O)(C2COC(C)(C)CC2=O)c2ccccc21 (centres undefined),8.2µM*,-4%,13µM*
COc1ccc(Cc2nc3c4cnn(-c5ccccc5Br)c4ncn3n2)cc1,?,-5%,?

# (continued)
smiles,DT40 TDP1 no CPT,KAT2A inh,DT40 TDP1 CPT
COc1cc2[nH]c(C(=O)N3CC(C)OC(C)C3)cc2c(OC)c1OC (centres undefined),-21%,-1%,-12%
Nn1c(SCC(=O)Nc2ccc3c(c2)OCCO3)nnc1-c1ccccn1,-1%,.,1%
COc1ccc(NC(=O)CSc2nnc(-c3ccoc3C)n2CC2CCCO2)cc1 (centres undefined),0%,1%,-19%
Nc1nonc1-c1nc2ccccc2n1CC(=O)Nc1cccc(Cl)c1Cl,5.8µM*,-1%,5.2µM*
Cn1c(C(=O)N2CCN(c3ccc([N+](=O)[O-])cc3)CC2)cc2c(=O)[nH]c3ccccc3c21,12µM*,-7%,?
CCn1c(CNC(=O)c2ccco2)nnc1SCC(=O)Nc1ccccc1Cl,-4%,-2%,-16%
CC(=O)Nc1cccc(-c2cc(NC=O)c3ncc(-c4ccc(C(C)=O)cc4)n3c2)c1,16µM*,.,?
O=C(O)C1CC=CCC1C(=O)Nc1ccc2c(c1)CCC2 (centres undefined),-4%,-1%,-18%
CCOc1ccc(N(CC(=O)NC2CCCC2)S(=O)(=O)c2ccccc2)cc1,-30%,0%,1%
CCNC(=O)COC(=O)c1cc(C)nc2ccccc12,2%,6%,17%
CCCCCCn1cc(CN2CC(N3CCN(C4CCN(C)CC4)CC3)CS2(=O)=O)nn1 (centres undefined),-9%,.,0%
CCOC(=O)c1sc2nccc(OC)c2c1N=CN(C)C,-3%,-6%,0%
OC[C@@H]1CN(Cc2ccc(Cl)cc2)C[C@H](n2cnc3c(N4CCOCC4)ncnc32)O1,-17%,.,?
CC(=O)Cn1nnc(-c2ccc(C(F)(F)F)cc2)n1,-10%,-18%,-7%
O=C1c2ccccc2S(=O)(=O)N1CCOc1ccc(F)cc1,-12%,-7%,-19%
Cc1ccc(C)c(S(=O)(=O)NCc2ccc(C(=O)N3CCCCC3C)cc2)c1 (centres undefined),23µM*,-5%[0.501 µM],?
CCCCOc1ccc(C(=O)OCC(=O)Nc2cc(C)c(C)cc2[N+](=O)[O-])cc1,-12%,-4%,-15%
Cn1ncc2c(Nc3cc(C(F)(F)F)ccc3Cl)ncnc21,?,-8%,?
COc1ccc(S(=O)(=O)/N=C2/C=CC(=O)C(C)=C2C)cc1,1.6µM*,-4%,1.8µM*
CCN(C(=O)CN(C)Cc1c(F)cccc1Cl)c1c(N)n(Cc2ccccc2)c(=O)[nH]c1=O,-2%,-1%,3%

# (more compounds)
smiles,DT40 TDP1 no CPT,KAT2A inh,DT40 TDP1 CPT
Cc1ccc(C)c(OCC(=O)OCC(=O)Nc2c(C)nn(-c3ccccc3)c2C)c1,2%,-8%,-9%
CN(C)Cc1c(C(=O)N/N=C/c2ccncc2)nnn1-c1nonc1N,-14%,-3%,1%
CC(=O)N/C(=C/c1ccc2c(c1)OCO2)C(=O)NC(Cc1ccccc1)C(=O)O (centres undefined),-15%,.,4%
OC[C@@H]1CN(Cc2cccs2)C[C@H](n2cnc3c(Nc4ccccc4)ncnc32)O1,-25%,.,?
COc1cccc(CN2CCC(c3nnc(SCC4CCCO4)n3C)CC2)c1O (centres undefined),1%,.,-3%
Cc1nn(-c2ccccc2)c(Cl)c1C(=O)OCC(=O)N(C)c1c(N)n(Cc2ccccc2)c(=O)[nH]c1=O,-16%,2%,5%
COc1cc(CNC(=O)c2ccc3nc(CCc4ccccc4)oc3c2)cc(OC)c1OC,21µM*,-2%,21µM*
C/C(=N/NC(=O)c1nnn(-c2nonc2N)c1CSc1ccc(Cl)cc1)c1ccncc1,?,.,-23%
Cc1cccc(NC(=S)N/N=C/C(C)c2ccccc2)c1C (centres undefined),?,-12%,-26%

# Not all compounds are listed; count on the stated rates, not on these rows.
